High-throughput results (PubChem BioAssay)
CendR NRP1 mod: NRP-1/CendR interaction modulation | O14786 | FAM-RPARPAR peptide binding to NRP-1, fluorescence polarization | inhibition, % at 25 µM | 360,000 compounds, 0.85% hits;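 active = inhibition or corrected inhibition above about 18%, plus a signal ratio from 0.5 to 1.5, limit read from the data, passing the limit was not always enough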; note: strong numbers were not always called active
Target sequence (O14786 whole entry, looked up): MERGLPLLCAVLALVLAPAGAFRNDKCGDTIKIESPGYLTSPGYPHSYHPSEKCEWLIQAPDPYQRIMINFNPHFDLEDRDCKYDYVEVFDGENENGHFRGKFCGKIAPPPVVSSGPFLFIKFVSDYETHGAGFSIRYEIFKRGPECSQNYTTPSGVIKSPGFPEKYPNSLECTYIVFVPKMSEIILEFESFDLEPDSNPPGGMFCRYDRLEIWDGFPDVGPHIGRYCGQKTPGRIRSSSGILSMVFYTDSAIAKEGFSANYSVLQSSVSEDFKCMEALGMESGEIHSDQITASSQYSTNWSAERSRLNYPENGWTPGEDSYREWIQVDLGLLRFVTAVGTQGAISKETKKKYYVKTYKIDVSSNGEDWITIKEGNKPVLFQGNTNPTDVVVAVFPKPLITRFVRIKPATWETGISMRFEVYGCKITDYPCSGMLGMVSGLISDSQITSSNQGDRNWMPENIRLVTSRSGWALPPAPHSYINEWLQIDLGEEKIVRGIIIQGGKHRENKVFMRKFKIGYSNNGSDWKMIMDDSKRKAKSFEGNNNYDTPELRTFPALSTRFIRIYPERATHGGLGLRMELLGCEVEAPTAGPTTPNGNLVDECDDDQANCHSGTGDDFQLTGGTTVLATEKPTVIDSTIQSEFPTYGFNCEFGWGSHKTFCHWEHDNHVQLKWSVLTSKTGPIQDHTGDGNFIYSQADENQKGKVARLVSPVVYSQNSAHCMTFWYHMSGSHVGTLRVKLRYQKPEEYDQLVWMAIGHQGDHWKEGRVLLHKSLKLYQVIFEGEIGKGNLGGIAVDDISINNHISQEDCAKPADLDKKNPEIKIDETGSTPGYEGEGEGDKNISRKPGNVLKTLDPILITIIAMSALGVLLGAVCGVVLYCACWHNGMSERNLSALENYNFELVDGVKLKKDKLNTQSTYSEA
MT1-MMP act inh: MT1-MMP (human) activation inhibition; P50281; HT1080 RFP-PRO-GFP cells, GFP/RFP ratio fluorescence, overnight; percent of plate control window, DMSO zero; GFP/RFP ratio change, % at 20 µM; 360,000 compounds, 0.061% hits;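 active = GFP/RFP ratio change of at least 30% with cell ATP level not reduced by more than half and red fluorescence within 50% of control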; note: strong numbers were not always called active
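Assay system: HT1080 RFP-PRO-GFP cells. Benchmarks: DMSO vehicle wells and RFP-L50D-GFP reporter cell wells. Times: overnight cell settling, then overnight compound exposure, 37 °C, 5% CO2. Compound: 20 µM single dose, 1% DMSO. Read-out basis: GFP/RFP fluorescence ratio.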
bovine MsrA act: activators of bovine methionine sulfoxide reductase A; purified bovine MsrA, absorbance read-out; activation, % at 10.6 µM; 360,000 compounds, 0.3% hits; in the data active = activation above about 7.5%;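 note: 0% = vehicle and 100% = reference activator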
MsrA inhibitor: inhibitors of bovine MsrA. purified bovine MsrA, absorbance read-out. AID 651718. inhibition, % at 15.5 µM. 360,000 compounds, 0.75% hits; in the data active = inhibition above about 4.5%;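 note: 0% = vehicle wells with enzyme and 100% = reference inhibitor wells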
E coli Lon inh: E. coli protease La inhibition. inhibition, % at 7.94 µM. AID 602123. P0A9M0. purified E. coli Lon protease, fluorescence polarization. 360,000 compounds, 0.42% hits; in the data active = inhibition above about 13%, passing the limit was not always enough;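 note: 0% = enzyme with probe and DMSO and 100% = no enzyme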
TbMetRS inhib: Trypanosoma brucei MetRS inhibition; purified T. brucei MetRS, ATP depletion, Kinase-Glo luminescence; inhibition, % at 11.9 µM; 360,000 compounds, 0.4% hits; AID 624268;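 active = inhibition above a per-plate cutoff of the control wells' mean inhibition plus 3 SD, cut at about 5.5% in these data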;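 note: 0% = DMSO wells median and 100% = median of wells with control inhibitor compound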
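Test system – parasite MetRS enzyme · Reagent – substrates ATP, L-methionine and bulk Escherichia coli tRNA · Doses – 11.9 µM compound single dose, 0.9% DMSO · Times – 15 min enzyme-compound preincubation, 2 h reaction, 10 min detection, 25 °C · Signal – Kinase-Glo luminescence, ATP depletion format · Controls – DMSO-only wells as low control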
SKN-1 inh: C. elegans SKN-1 inhibition; C. elegans VP596 Pgst-4::GFP/RFP ratio, acrylamide-induced, 24 h; inhibition, % at 21.8 µM; 360,000 compounds, 0.49% hits;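 active = interference check ratio from 0.5 to 1.5 plus GFP to RFP signal ratio inhibition reaching or exceeding a fixed threshold, cut at about 30% in these data, passing the limit was not always enough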; note: some compounds called inactive have numbers as strong as hits
FAS-TE inh: FAS thioesterase (human) inhibition | P49327 | inhibition, % at 15 µM | AID 602261 | recombinant FAS-TE, OMFH fluorogenic substrate, fluorescence endpoint | 360,000 compounds, 0.67% hits;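 active = compounds whose normalised, plate-corrected inhibition of enzyme fluorescence in the single-dose primary screen is 50% or more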;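 note: 0% = DMSO with enzyme and 100% = substrate without enzyme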
PABP1 MLLE inh: inhibitors of microRNA-mediated deadenylation, human PABP1 MLLE binding. AID 588489. inhibition, % at 20 µM. 360,000 compounds, 0.36% hits. GST-MLLE / FITC-PAM2 fluorescence polarization; in the data active = inhibition above about 35%, passing the limit was not always enough;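 note: plate controls were DMSO wells with GST-MLLE for no effect and wells lacking GST-MLLE protein for full effect; some results filed as inactive read as strong as hits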
Starred values were filed as active, the others as inactive; · = no result given.

SMILES | CendR NRP1 mod | MT1-MMP act inh | bovine MsrA act | MsrA inhibitor | E coli Lon inh | TbMetRS inhib | SKN-1 inh | FAS-TE inh | PABP1 MLLE inh
O=C(O)COc1ccc(C(NC(=O)c2c(F)cccc2F)NC(=O)c2c(F)cccc2F)cc1 | -5 | 2 | -3 | 0.1 | 1 | -1.7 | 7 | -7 | -1
CC(C)Oc1ccc(CNC(=O)c2cc(S(=O)(=O)N3CCOCC3)cn2C)cc1 | 11 | 0 | -2 | 0.9 | -3 | -0.1 | 23 | 1 | -2
COc1ccc(-c2cnnn2-c2ccc(N)cc2)cc1OC | 4 | 1 | -9 | -0.1 | -1 | -0.6 | -15 | -1 | 3
CS(=O)(=O)N1CCCC(C(=O)NCc2ccco2)C1 (stereo not drawn) | 8 | -3 | -3 | -0.1 | 3 | -1.0 | 8 | -4 | 1
CCN(c1ccc(C)c(C)c1)S(=O)(=O)c1ccc2c(c1)CCN2C(=O)CCC(=O)O | 16 | 4 | -4 | 1.1 | -13 | -0.6 | 4 | -9 | 1
COc1ccccc1C(=O)NCC(=O)Nc1ccc2c(c1)OCO2 | 22 | 2 | 0 | 1.0 | -8 | -0.3 | 17 | -5 | -16
Nn1c(SCc2ccccc2)nnc1-c1ccccn1 | -6 | 2 | -2 | 0.5 | -2 | 0.1 | -16 | -4 | -6
CCCC1=Nc2cc(C(=O)NCCN3CCCC3)ccc2Sc2ccccc21 | 12 | -6 | -2 | 0.0 | -4 | 0.4 | 17 | -2 | -21
Cc1cc2c(ncn2C)c(NS(=O)(=O)c2ccccc2Cl)c1C | 11 | 3 | -3 | -1.0 | -5 | -0.4 | -5 | -8 | 5
COc1ccccc1NC(=S)N1CCc2cc(OC)c(OC)cc2C1 | -1 | -1 | -5 | -0.4 | -5 | 0.4 | 8 | -8 | -108
COc1ccc(CCC(C)NCCc2ccc(Cl)cc2Cl)cc1 (stereo not drawn) | 3 | 0 | 0 | -0.1 | -5 | 0.5 | 8 | -1 | 9
COc1ccc(/C=C/C(=O)c2cc(Br)ccc(=O)c2O)cc1 | -81 | · | -5 | · | -12 | -0.5 | 2 | 7 | -64
Cc1ccc(-c2noc(CCCC(=O)N3CCOCC3)n2)cc1 | 0 | 1 | -5 | -0.5 | -6 | -0.7 | -4 | 0 | 2
O=C(COC(=O)C1=COCCO1)Nc1ccc([N+](=O)[O-])cc1C(F)(F)F | 8 | 0 | -7 | 0.8 | 1 | -0.3 | -2 | -4 | 2
COc1ccc(Cl)cc1NC(=S)N1CCN(C(=O)C2CCCO2)CC1 (stereo not drawn) | 13 | -1 | -4 | 2.8 | 3 | 0.4 | -3 | -5 | -1

Exported as labelled records: 3 of the compounds above
> COc1ccc(/C=C/C(=O)c2cc(Br)ccc(=O)c2O)cc1
- CendR NRP1 mod: -81
- MT1-MMP act inh: ·
- bovine MsrA act: -5
- MsrA inhibitor: ·
- E coli Lon inh: -12
- TbMetRS inhib: -0.5
- SKN-1 inh: 2
- FAS-TE inh: 7
- PABP1 MLLE inh: -64

> COc1ccc(CCC(C)NCCc2ccc(Cl)cc2Cl)cc1 (stereo not drawn)
- CendR NRP1 mod: 3
- MT1-MMP act inh: 0
- bovine MsrA act: 0
- MsrA inhibitor: -0.1
- E coli Lon inh: -5
- TbMetRS inhib: 0.5
- SKN-1 inh: 8
- FAS-TE inh: -1
- PABP1 MLLE inh: 9

> Cc1cc2c(ncn2C)c(NS(=O)(=O)c2ccccc2Cl)c1C
- CendR NRP1 mod: 11
- MT1-MMP act inh: 3
- bovine MsrA act: -3
- MsrA inhibitor: -1.0
- E coli Lon inh: -5
- TbMetRS inhib: -0.4
- SKN-1 inh: -5
- FAS-TE inh: -8
- PABP1 MLLE inh: 5

Going on with the list:
SMILES | CendR NRP1 mod | MT1-MMP act inh | bovine MsrA act | MsrA inhibitor | E coli Lon inh | TbMetRS inhib | SKN-1 inh | FAS-TE inh | PABP1 MLLE inh
CCOc1c(OC(C)=O)ccc(/C=C2\N=C(SCC)SC2=O)c1[N+](=O)[O-] | 1 | -6 | -5 | 0.7 | -1 | -0.3 | -9 | -64 | 9
COc1ccc(CNC(=O)CCCn2nc(C)c3c(C)n(-c4ccc(C)cc4)nc3c2=O)cc1OC | 14 | 10 | -2 | 1.2 | 8 | -0.2 | 27 | -7 | -8
O=S(=O)(c1ccc(Cl)cc1)N1CCC(N2CCOCC2)CC1 | -3 | -13 | 1 | 0.1 | 8 | -0.1 | 12 | -3 | 0
CSCCC(=O)N1CCC(n2nccc2NC(=O)CCc2ccccc2)CC1 | 13 | -1 | -3 | 0.5 | -15 | -0.2 | 11 | -5 | 12
CC1Cc2nc(SCC(=O)NC3CCCCC3)n(C)c(=O)c2S1 (stereo not drawn) | -13 | 2 | 5 | 1.6 | -11 | 0.1 | 5 | 3 | 15
COC(=O)[C@H](NC(=O)c1cc([C@@H](NC(=O)OC(C)(C)C)C(C)C)sc1N)C(C)C | -20 | 1 | · | 0.6 | · | -1.0 | -12 | · | ·
Cc1cc(=O)oc2cc(OC(C)C(=O)N3CCOCC3)c(Cl)cc12 (stereo not drawn) | 6 | 12 | -5 | 2.5 | -1 | -0.2 | 11 | -1 | -18
O=[N+]([O-])c1cc(S(=O)(=O)N2CCCC2)ccc1NCCc1ccccc1 | -37 | -1 | -3 | 0.1 | -7 | 0.7 | 3 | 14 | 13
CN1C(C(=O)NCc2ccc(OC(F)(F)F)cc2)CC2Cn3c(nc4ccccc43)C21 (stereo not drawn) | -8 | 6 | -1 | 0.6 | 1 | 0.8 | 15 | -1 | -4
Cc1ccc(-c2ccc(OCC(=O)N3CCOCC3)cc2)cc1 | 0 | 2 | -13 | 0.6 | -6 | -0.8 | -9 | -11 | -6
CCOC(=O)C1=CN(CC2CCCCC2)CCC1=O | -1 | 1 | -4 | 0.8 | -3 | -0.1 | 14 | -6 | -2
N=C(N)SCc1nc2ccccc2c(=O)n1-c1ccccc1Cl | -4 | -3 | -1 | 1.2 | -3 | -0.6 | -7 | -14 | 20
CCN(Cc1ccc2c(c1)OCO2)C(=O)CSc1ncnc2sccc12 | -6 | -1 | -7 | 0.4 | 2 | -0.5 | -5 | 14 | -18
Cc1nc2ncnn2c(C)c1Cc1c(Cl)cccc1Cl | 11 | -3 | -2 | -0.7 | -3 | -0.7 | 15 | -2 | 7
S=C(NCc1ccco1)NCC1CCCO1 (stereo not drawn) | -13 | 0 | -5 | 0.2 | 3 | -0.9 | -5 | -9 | 30
O=C(N/N=C/c1cn[nH]c1-c1ccc(Cl)cc1)c1ccc([N+](=O)[O-])cc1 | -13 | 5 | -2 | 0.8 | 7 | 0.6 | 11 | -18 | 4
CCC(=O)Nc1cccc(NC(=O)c2cccc([N+](=O)[O-])c2C)c1 | 7 | 0 | -3 | -0.3 | -8 | -0.3 | 2 | -4 | -8
COc1ccc2nc(SCC(N)=O)cc(C)c2c1 | 1 | 3 | -1 | 1.3 | -9 | -0.7 | 0 | -5 | 2
COC(=O)C1C2C=CC3(CN(c4cccc(C)c4)C(=O)C13)O2 (stereo not drawn) | 9 | 1 | -5 | -0.4 | -8 | -0.7 | -14 | -5 | 6
O=C(NCCc1ccccc1)c1ccc(-c2cccnc2)c2ccoc12 | -1 | -2 | -2 | 1.3 | 14 | -0.2 | 1 | 4 | 10
O=C(Cc1ccccc1)n1nc(-c2ccco2)nc1SCc1ccccc1 | -89 | -1 | 1 | 0.2 | -26 | -1.0 | 11 | 3 | -15
CCc1ccc(C(=O)Nc2cc(C)ccc2F)s1 | 3 | -1 | -1 | -0.2 | -5 | -0.3 | 23 | 8 | -9
CC(C)(C)C1c2[nH]c3ccccc3c2CCN1Cc1cccc(OCCO)c1 (stereo not drawn) | -12 | -3 | 0 | -0.9 | -6 | 9.1* | 3 | 4 | -15
Cc1ccccc1OCC(=O)Nc1cc(S(=O)(=O)N2CCCCC2)ccc1N1CCN(C)CC1 | 5 | 0 | -3 | 2.2 | 1 | -0.2 | 6 | -2 | -2
CN(C)CCNc1nc(S(=O)(=O)c2ccccc2)c(Cl)s1 | 6 | 2 | 0 | 1.7 | 6 | -0.4 | 11 | -2 | -8
N#CCCN(Cc1ccccc1)S(=O)(=O)c1cccs1 | -10 | -2 | 0 | 0.4 | 3 | -0.6 | 3 | -2 | -1
CCCc1cc(=O)oc2cc(C)cc(OCC(=O)O)c12 | 4 | -3 | -7 | -0.2 | 3 | -2.5 | -13 | 0 | 3
COCCn1c(SCC(=O)NCc2ccc3c(c2)OCO3)nnc1C(C)C | 12 | 2 | -3 | 1.2 | 2 | -0.2 | -9 | -4 | -5
CCOC(=O)C(C)n1cnc2c(oc3ccccc32)c1=O (stereo not drawn) | 11 | -4 | 1 | 0.7 | 5 | -0.4 | 19 | -7 | 9
Cc1cccc(OCC(=O)Nc2ccc3oc(=O)ccc3c2)c1 | -2 | 2 | -3 | 0.5 | -5 | -0.2 | 22 | 0 | 0
CSC(C(=O)c1cc2ccccc2o1)c1ccccc1 (stereo not drawn) | 4 | -3 | -4 | 0.1 | -14 | -0.6 | 8 | 18 | -4
CC1=C(C)CC(C(=O)NCc2ccccc2F)C(C(=O)O)C1 (stereo not drawn) | -6 | -6 | -2 | -0.2 | -13 | 0.1 | 3 | -2 | -3
Cc1ccc(OCCCC(=O)Nc2ccc(N3CCOCC3)cc2)c(C)c1 | 7 | 6 | 6 | 0.7 | -5 | -1.0 | -1 | -7 | -7
COCCn1c(-c2ccc(OC)cc2)c(-c2ccc(OC)cc2)oc1=O | 3 | -5 | -2 | -1.5 | 0 | -0.6 | 1 | 5 | 0
O=C(NCC1CCCO1)c1ccc(NC(=O)c2ccc(Br)cc2)cc1 (stereo not drawn) | 5 | 2 | -3 | 0.4 | -4 | 0.5 | 12 | -2 | 11
Cc1cccc(C)c1NC(=O)CN(C)c1ccc(C(F)(F)F)cn1 | 3 | 3 | -3 | 0.1 | -2 | 0.0 | 15 | -4 | -6
CCC(=O)Nc1ccc(NC(=O)c2ccccc2Cl)nc1 | 18 | 1 | -1 | -1.0 | -4 | -0.4 | -16 | -7 | 8
CC1CN(C(=O)c2c([N+](=O)[O-])cnn2C)CC(C)O1 (stereo not drawn) | -1 | 5 | 3 | -0.9 | 1 | -0.8 | -5 | -6 | 3
CC(=O)c1sc(NC(=O)c2ccc(Cl)cc2)nc1C | -9 | -9 | -6 | -0.1 | -2 | -0.3 | 8 | -2 | -2
O=C(COc1ccc(S(=O)(=O)N2CCCCC2)cc1)NCc1cccnc1 | 0 | 2 | -3 | -0.3 | 12 | 0.1 | 10 | -5 | 3
Nc1nc(N)nc(-c2cccc([N+](=O)[O-])c2)n1 | 7 | 2 | -8 | 0.2 | -4 | -1.2 | 3 | 6 | -6
CC(C)(C)c1ccccc1OCC(=O)NCCCn1ccnc1 | 14 | 1 | 0 | -0.3 | 2 | 0.0 | 2 | -5 | -5
CCOC(=O)Nc1cc(OC)cc2ccc(C)nc12 | -8 | 0 | -1 | 0.1 | -5 | 0.0 | 9 | 7 | 4
O=C(NCCCN1CCOCC1)c1ccc(CS(=O)(=O)c2c(Cl)cccc2Cl)o1 | 7 | 1 | 0 | 0.6 | 3 | 0.6 | 9 | -2 | 5
Cc1ccc(Cn2nnc3c(=O)[nH]c(C4CCCN(C(=O)c5ccco5)C4)nc32)cc1 (stereo not drawn) | 15 | -2 | 4 | -0.7 | -3 | 0.0 | 7 | -4 | 2
